# N370S GC mod: inhibitors or activators of N370S glucocerebrosidase for Gaucher disease; 0.092% of 330,000 active; Potency, µM (top dose mostly 59.4 µM), inactives show at the highest dose activity change, negative = inhibition, most hits filed as inhibitors; N370S GC spleen homogenate, 4MU-glucoside fluorescence; AID 2101; P04062;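 further: 0% = full enzyme activity and -100% = no enzyme basal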
# KAT2A inh: GCN5L2 (KAT2A) acetyltransferase inhibition | GCN5L2 HAT assay, ThioGlo1 CoA-SH fluorescence | Potency, µM (series often up to 58.9 µM), without a hit: at the highest dose activity change, negative = inhibition, hits mostly inhibitors | 0.21% of 390,000 active | AID 504327
# Target sequence (Q92830 whole entry, looked up): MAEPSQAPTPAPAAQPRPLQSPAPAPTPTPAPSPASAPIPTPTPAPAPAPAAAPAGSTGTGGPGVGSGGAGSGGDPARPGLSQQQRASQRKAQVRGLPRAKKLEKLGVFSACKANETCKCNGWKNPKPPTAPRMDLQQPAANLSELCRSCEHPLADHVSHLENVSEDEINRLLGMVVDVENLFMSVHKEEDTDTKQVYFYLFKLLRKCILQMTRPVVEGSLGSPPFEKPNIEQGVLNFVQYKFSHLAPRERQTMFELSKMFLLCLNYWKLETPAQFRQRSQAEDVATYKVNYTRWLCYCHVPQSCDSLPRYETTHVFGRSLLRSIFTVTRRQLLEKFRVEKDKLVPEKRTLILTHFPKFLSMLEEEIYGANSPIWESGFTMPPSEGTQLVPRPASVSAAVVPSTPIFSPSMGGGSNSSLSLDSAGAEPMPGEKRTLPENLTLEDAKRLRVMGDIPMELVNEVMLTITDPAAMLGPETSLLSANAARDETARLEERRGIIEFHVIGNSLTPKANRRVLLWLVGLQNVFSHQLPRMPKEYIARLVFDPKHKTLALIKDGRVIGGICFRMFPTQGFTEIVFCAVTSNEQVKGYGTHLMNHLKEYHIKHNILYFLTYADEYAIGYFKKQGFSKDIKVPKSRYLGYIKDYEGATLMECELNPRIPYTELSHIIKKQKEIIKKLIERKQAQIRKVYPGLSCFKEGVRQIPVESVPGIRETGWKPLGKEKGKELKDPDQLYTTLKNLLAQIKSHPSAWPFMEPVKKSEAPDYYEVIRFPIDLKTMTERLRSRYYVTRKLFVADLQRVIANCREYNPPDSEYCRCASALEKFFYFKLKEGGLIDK
#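 Compounds, pin-transferred from DMSO stocks, meet 20nM GCN5L2 for 15 min before the reaction begins with H3(1-25) peptide (75uM) and acetyl-CoA (70uM). Thiol-reactive ThioGlo1 reports CoA release over 20 min at room temperature.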
# FEN1 inh: inhibitors of human flap endonuclease 1 | AID 588795 | Recombinant FEN1 flap cleavage, fluorescence, 15 min | 0.35% of 390,000 active | Potency, µM (doses to about 114 µM), inactives show top-dose activity change, negative = inhibition, usual class: inhibitors; further: nearly all actives have a fitted effect of over 65% in size
#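 Read-out was taken twice, immediately and after 15 min, following addition of 50 nM substrate to 10 nM FEN1 that had sat with test compound for 15 min at room temperature. Curves came from a four-parameter Hill model.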
# An asterisk follows results filed as active; ? = inconclusive; / = not tested or not shown; & = joins results of further samples; [ ] = another dose, or the depositor's remark. The call rests on the fitted dose curve; in most records, active means well fitted curve in the direction sought with a large enough effect; inconclusive means small, poorly fitted or top-dose-only effect, or another doubt; inactive means no such curve, though single readings can be large; an effect the other way counts as inactive or inconclusive. Unless noted, on the % scale 0 is the no-effect control and ±100 the full control effect; potency means the concentration at half of the fitted maximal effect. An excerpt; rates above refer to the full screens.
SMILES,N370S GC mod,KAT2A inh,FEN1 inh
CC1C(=O)N2CCCc3cc(NC(=O)C4CCCCC4)cc1c32 (stereo not given),1%,-1%,4%
CC(=O)N1CCN(CC(=O)Nc2c(Cl)cc(Cl)cc2Cl)CC1,17%,1%,-12%
CCC(CC)C(=O)Nc1cccc(C(=O)NCc2ccco2)c1,1%,-24%,0%
CN(C)CC(CCC(CN(C)C)C(O)(c1ccccc1)c1ccccc1)C(O)(c1ccccc1)c1ccccc1 (stereo not given),-17%,-1%,-21%
CN1C(C)(C)CC(NC(=O)c2ccco2)CC1(C)C,-2%,-1%,2%
COc1ccccc1C(c1nnnn1C(C)(C)C)N1CCN(C(=O)c2ccco2)CC1 (stereo not given),8%[2.35 µM],-4%,-3%
CCOc1ccccc1C(=O)NC(C)c1ccc(-n2ccnc2)cc1 (stereo not given),-10%,-1%,2%
CCOc1ccc(-n2c(SCC(=O)Nc3ccccc3CC)nc3n[nH]c(C)c3c2=N)cc1,-11%,-3%,/
CCC(CC)C(=O)NCc1cccnc1,7%,-2%,1%
CC(C)(C)OC(=O)N1CCC(c2c(C(=O)N3CCC(c4ccccc4)C3)cnn2-c2ccc(Cl)cc2)CC1 (stereo not given),/,-16%,-20%
O=C(CCc1ccc(S(=O)(=O)N2CCOCC2)cc1)NCCc1ccccn1,-20%,0%,1%
O=C(COc1ccc([N+](=O)[O-])cc1)Nc1ccc2c(c1)nc1n2CCOC1,-8%,-10%,-34%
O=C(NC(=S)Nc1ccccc1Cl)c1csnn1,-24%,20%,-5%
Cc1ccc(CNC(=S)NC2CCC(C(C)(C)C)CC2)cc1 (stereo not given),?,-9%,-27%
CCC(=O)c1ccc(OCC(=O)OCC(=O)Nc2ccc3c(c2)OCCO3)cc1,/,-4%,-2%
CCC(C)c1ccccc1N1CC(C(=O)N2CCN(S(=O)(=O)c3ccccc3Br)CC2)CC1=O (stereo not given),-2%,-3%,4%
Cc1ccc(CCNC(=O)CCCc2nnc3n(C)c(=O)c4sccc4n23)cc1,/,-4%,-29%
CCOc1ccccc1NC(=O)c1c(NCc2sccc2C)sc2c1CCC(C)C2 (stereo not given),/,?,0%
C[C@H](CO)N1C[C@H](C)[C@@H](CN(C)C)Oc2c(NS(=O)(=O)c3cn(C)cn3)cccc2C1=O,/,-4%,5%
COc1ccc(C(=O)Nc2ccc(N(C)Cc3ccccc3)c(C(=O)O)c2)cc1,/,-1%,22%
Cc1ccc2c(c1)N(CC(=O)NC1CCC(C)CC1)C(=O)CO2 (stereo not given),19%,15%,4%
O=C(CSc1nc(-c2ccccc2)cc(C(F)(F)F)n1)N1CCOCC1,4%,-1%,-2%
CCC1CCCCN1CCn1c(=S)[nH]c2cc(OC)c(OC)cc2c1=O (stereo not given),3%,0%,-20%
O=C(CN1CCC(C(=O)c2cccc(Cl)c2)CC1)Nc1ccc(C(=O)O)cc1,1%,3%,2%
CCOC(=O)C(C)Oc1cccc2c(=O)n(CC(=O)Nc3ccc(OCC)cc3)ccc12 (stereo not given),6%,-5%,-1%
O=C(Nc1cc2ccccc2oc1=O)c1ccccc1,14%,-6%,8%
COc1ccc2[nH]cc(CCNC(=O)Nc3ccc(F)cc3)c2c1,/,-4%,-17%
CCC(=O)Nc1cccc(C2=NOC3(C2)C[C@H](C(N)=O)N(C(=O)c2ccc(Cl)cc2)C3)c1 (stereo not given in full),-3%,-1%,-12%
COc1ccc(NC(=O)CCC(=O)NCCO)cc1,23%,-4%,6%
CN(C)CCCN(C(=O)c1ccc(S(=O)(=O)N2CCCC2)cc1)c1nc2ccc(Br)cc2s1,-12%,-6%,3%
COc1ccc2[nH]c3c(c2c1)CCN1C(=O)C(CC(=O)NCCc2ccccn2)C[C@H](C(=O)N2CCOCC2)[C@@]31CCC1CCCC1 (stereo not given in full),/,-1%,12%
COc1ccc(NC(=O)c2ccc(NC(=O)c3ccncc3)cc2)cc1,-4%,-3%,-3%
Cc1ccc(NC(=O)c2cccc(OCc3c(C)noc3C)c2)cc1,7%,-3%,-10%
Cc1ccccc1-c1nc(CS(=O)CC(=O)NCCCN(C)c2ccccc2)c(C)o1 (stereo not given),-24%,-6%,-2%
Cc1ccc(CC(=O)NCCS(=O)c2ccc(C)cc2)cc1 (stereo not given),0%,-2%,3%
CCOC(=O)C1CCN(C(=O)C(=O)Nc2ccc3nc4n(c(=O)c3c2)CCCCC4)CC1,-4%,-1%,-16%

# Gathered by group: the compounds so far with a COOH group (two)
SMILES,N370S GC mod,KAT2A inh,FEN1 inh
COc1ccc(C(=O)Nc2ccc(N(C)Cc3ccccc3)c(C(=O)O)c2)cc1,/,-1%,22%
O=C(CN1CCC(C(=O)c2cccc(Cl)c2)CC1)Nc1ccc(C(=O)O)cc1,1%,3%,2%

# New compounds follow:
SMILES,N370S GC mod,KAT2A inh,FEN1 inh
Cc1ccc(/C=C/C(=O)N(Cc2cccs2)C2CCS(=O)(=O)C2)cc1 (stereo not given),-3%,1%,0%
CC1=CC(c2ccccc2)=NS(=O)(=O)N1,/,-4%,-1%
CN(C)C(=S)NC(=NCc1ccc([N+](=O)[O-])cc1)c1ccccc1,-4%,-6%,-6%
CCNc1ncc2nc(-c3cccs3)c(=O)n(Cc3ccc(F)cc3)c2n1,-4%,?,/
C/C(=N\NS(=O)(=O)c1ccc([N+](=O)[O-])cc1)c1c[nH]c2ccccc12,-2%,-20%,14%
CC(=O)Nc1c(O)nc(SCC(=O)Nc2nnc(CC(C)C)s2)[nH]c1=O,1%,-4%,-2%
O=C(Nc1ccc(Cl)cn1)C1CCN(c2ncnc3c2nc2n3CCCCC2)CC1,-1%,-21%,-1%
O=C(Nc1nc(=S)ss1)c1ccc(Cl)cc1Cl,2%,-7%,8%
O=C(CCC1CCCC1)N=C1SC2CS(=O)(=O)CC2N1c1ccccc1F (stereo not given),?,-17%,-1%
COc1ccc(NC(=O)CSCC(=O)N(C)CC(=O)Nc2cccc3ccccc23)cc1,10%,-4%,-1%
CC(C)C[C@@H](CSc1ccccc1)N1CCN(CCc2ccccc2)CCC1=O,-17%,-5%,-27%&4%
O=C(c1cccc2ccccc12)N1CCCCC1,-2%,-6%,6%
CCOC(=O)c1cccc(C2=CC(=O)C[C@H](c3ccc(OC)cc3)C2)c1,/,-4%,-21%
c1ccc(C(c2ccccc2)c2noc(CN3CCN(C4CCCC4)CC3)n2)cc1,-5%,-3%,17%
O=C(Cn1c(=O)sc2ccccc21)NCc1ccccn1,-1%,-12%,13%
CCOC(=O)c1[nH]c2cc3c(cc2c1NC(=O)CN1CCN(CCO)CC1)OCO3,-22%,-10%,2%
CCOC(=O)c1cnn(-c2nc(-c3ccccc3)cs2)c1C(F)(F)F,-1%,-18%,-24%
CN1CC(C(=O)O)Cc2c1ccc1ccccc21 (stereo not given),22%,-4%,-7%
O=C1c2ccccc2C(=O)C1c1ccccn1,1%,-8%,-1%
CCn1c(=S)sc2c(=O)n(-c3ccccc3)c(SCC(=O)NCc3ccco3)nc21,-1%,-3%,-11%
CCOc1ccc(-c2nnc3ccc(SC)nn23)cc1,-3%,-1%,3%
CC1=Nn2c(nc3sc4c(c3c2=O)CCCC4)SC1,8%,-4%,2%
COC(=O)c1ccc(-c2nc(-c3cccs3)no2)cc1,7%,-4%,-1%
CC(C)N(Cc1nc(-c2ccc(Cl)cc2)no1)C(=O)CCC1CCCC1,?,-17%,5%
Cc1ccccc1NC(=O)c1ccc(NC(=O)C2CCCO2)cc1 (stereo not given),2%,-4%,-8%
CCCCn1c(N)c(N(CCOC)C(=O)C(C)N2C(=O)c3ccccc3C2=O)c(=O)[nH]c1=O (stereo not given),-2%,-5%,-9%
O=C(CN1C(=O)C2(SCC(=O)N2c2ccccc2)c2ccccc21)NCc1ccccc1Cl (stereo not given),/,-8%,-2%
Cn1cccc1/C=N\NC(=O)Cc1ccc(Br)c2ccccc12,-1%,1%,20%
Cc1cccc(C(=O)c2cn[nH]c2-c2ccccc2O)c1,-3%,-15%,-11%
CCC1CCCCN1C(=O)COC(=O)c1cccs1 (stereo not given),/,1%,-4%
O=C(NCc1ccco1)c1sc(=S)n2c1[nH]c(=O)c1ccccc12,1%,-17%,?
CC(=O)OCON[N+]([O-])=NC(C)C,-5%,/,-14%&-18%
O=C(NCCc1ccccn1)c1cc(-c2ccccc2Cl)nc2ccccc12,7%,47%[activator],-2%
CCOC(=O)c1sc2nc(C)nc(SCC(=O)NC(C)CCc3ccccc3)c2c1C (stereo not given),6%,-2%,11%
Cc1cc(NC(=O)c2ccccc2)ccc1NC(=O)Cc1ccccc1,-3%,-6%,-4%
C=CCc1ccccc1OCc1nc2ccccc2n1CC,/,-14%,-17%
O=C(CN1CCCc2ccccc21)NC(=O)NC1CCCCC1,20%,6%,-15%
CSc1nc(NCCOCCO)c2sc3nc(-c4ccco4)c4c(c3c2n1)CCC4,-5%,?,2%
COc1ccc(CC(=O)NC(C)c2nnc(SCC(=O)Nc3nc(C)cs3)n2C)cc1 (stereo not given),5%,2%,-5%
Cc1cc(NC(=O)CN2CCCC(C)C2)n(-c2nc3ccccc3s2)n1 (stereo not given),7%,/,9%
Cc1ccccc1CNC(=O)C1CCCCN1S(=O)(=O)c1ccc(F)cc1 (stereo not given),/,1%,1%
Cc1c(C(=O)N2CCN(C/C=C/c3ccccc3)CC2)oc2c(F)cccc12,/,-13%,-10%
O=C(Cc1nnc(NC(=O)Nc2ccccc2F)s1)NCc1ccccc1,5%,0%,3%
Cc1ccc(-n2c(=O)c3c(c4cc(C)ccc4n3C)n(CC(=O)N3CCCC3)c2=O)cc1,/,-16%,4%
COCCNC(=S)N/N=C/c1ccc(N2CCOCC2)cc1,-2%,-11%,-2%
CCC(Sc1ccc2nnc(-c3ccc(F)cc3)n2n1)C(=O)O (stereo not given),6%,-8%,-2%
O=C(CCn1c(=O)[nH]c2ccccc2c1=O)N1CC=C(c2ccccc2)CC1,2%,-2%,3%
Nn1c(SCC(=O)NCCC2=CCCCC2)nnc1C(F)(F)F,0%,-7%,-9%

# Whole records, quoted from the list. Order of screens: N370S GC mod | KAT2A inh | FEN1 inh
# Record of Cc1cc(NC(=O)CN2CCCC(C)C2)n(-c2nc3ccccc3s2)n1 (stereo not given) : 7% | / | 9%
# Record of O=C(Cc1nnc(NC(=O)Nc2ccccc2F)s1)NCc1ccccc1 : 5% | 0% | 3%
# Record of Nn1c(SCC(=O)NCCC2=CCCCC2)nnc1C(F)(F)F : 0% | -7% | -9%
# Record of Cc1c(C(=O)N2CCN(C/C=C/c3ccccc3)CC2)oc2c(F)cccc12 : / | -13% | -10%

# Going on with the list.
SMILES,N370S GC mod,KAT2A inh,FEN1 inh
O=C(c1ccc([N+](=O)[O-])cc1)N1CCN(Cc2ccccc2[N+](=O)[O-])CC1,-13%,0%,1%
CCCCS(=O)(=O)N1CCCC(C(=O)NCC2CCCO2)C1 (stereo not given),-3%,2%,-2%
CCS(=O)(=O)c1nnnn1-c1ccccc1S(C)(=O)=O,5%,-5%,12%
CC(=O)c1ccc(OCCCC(=O)OCC(=O)Nc2ccc3[nH]c(=O)[nH]c3c2)cc1,0%,-3%,?
O=C(CCNS(=O)(=O)c1cccc2nonc12)NC1CCCc2ccccc21 (stereo not given),5%,-10%,-7%
CCC1=C(OC(=O)N(CC)CC)N2C(=O)OC(=NCC(=O)OC)[C@]2(Cc2ccccc2)[C@H]2C1=CC[C@H]1C(=O)N(c3ccccc3)C(=O)[C@H]12,-2%&-9%,-12%,-18%

# Rewritten with each value named: entries from further up.
CCS(=O)(=O)c1nnnn1-c1ccccc1S(C)(=O)=O
  N370S GC mod: 5%	KAT2A inh: -5%	FEN1 inh: 12%
CCCCS(=O)(=O)N1CCCC(C(=O)NCC2CCCO2)C1 (stereo not given)
  N370S GC mod: -3%	KAT2A inh: 2%	FEN1 inh: -2%
O=C(c1ccc([N+](=O)[O-])cc1)N1CCN(Cc2ccccc2[N+](=O)[O-])CC1
  N370S GC mod: -13%	KAT2A inh: 0%	FEN1 inh: 1%
CC(=O)c1ccc(OCCCC(=O)OCC(=O)Nc2ccc3[nH]c(=O)[nH]c3c2)cc1
  N370S GC mod: 0%	KAT2A inh: -3%	FEN1 inh: ?

# Part of the list above with just FEN1 inh and KAT2A inh.
structure,FEN1 inh,KAT2A inh
O=C(CCc1ccc(S(=O)(=O)N2CCOCC2)cc1)NCCc1ccccn1,1%,0%
CCS(=O)(=O)c1nnnn1-c1ccccc1S(C)(=O)=O,12%,-5%
COc1ccc2[nH]c3c(c2c1)CCN1C(=O)C(CC(=O)NCCc2ccccn2)C[C@H](C(=O)N2CCOCC2)[C@@]31CCC1CCCC1 (stereo not given in full),12%,-1%

# Source: PubChem BioAssay
